CHT block: inhibits the human high affinity choline transporter; Q9GZV3; CHT-expressing cells, membrane potential dye, choline response; active compounds read low; B-score at 10 µM; hit rate 0.86% among 310,000; AID 488975;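 active means B-score over 3 SD under the library average, and starting fluorescence ratio not unusually high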;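 further: choline stimulus applied at its EC90 after an EC20 pre-addition; B-score computed on integrated fluorescence ratio after choline addition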
Target sequence (Q9GZV3 whole entry, looked up): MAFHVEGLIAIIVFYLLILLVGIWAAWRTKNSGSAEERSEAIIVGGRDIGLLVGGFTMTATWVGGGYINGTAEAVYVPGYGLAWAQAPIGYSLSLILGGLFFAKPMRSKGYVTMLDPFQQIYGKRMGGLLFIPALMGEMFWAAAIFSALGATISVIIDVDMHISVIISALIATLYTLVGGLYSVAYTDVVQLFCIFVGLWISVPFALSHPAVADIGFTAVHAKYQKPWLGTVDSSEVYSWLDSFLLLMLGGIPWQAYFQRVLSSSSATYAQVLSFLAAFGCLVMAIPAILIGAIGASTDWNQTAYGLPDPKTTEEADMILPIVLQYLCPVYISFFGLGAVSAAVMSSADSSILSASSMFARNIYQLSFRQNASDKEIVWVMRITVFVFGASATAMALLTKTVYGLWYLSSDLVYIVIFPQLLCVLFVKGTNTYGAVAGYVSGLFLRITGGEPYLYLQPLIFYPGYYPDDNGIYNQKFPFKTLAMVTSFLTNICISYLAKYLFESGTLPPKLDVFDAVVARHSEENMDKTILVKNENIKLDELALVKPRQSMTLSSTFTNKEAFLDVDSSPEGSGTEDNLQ
KCNQ2 block: KCNQ2 channel blockers in CHO-K1 cells – cell-based, FluxOR thallium flux, B-score, primary screen (AID 2156); O88943; B-score at 10 µM; 20 min; active compounds read low; hit rate 1.1% among 310,000;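 active means fluorescence ratio B-score at most minus 3 library SDs, with starting brightness B-score within 2 library SDs, cut at about -5.5 in these data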
Kir21 inh: blocks the mouse Kir2.1 inward-rectifier potassium channel. HEK293-Kir2.1, FluxOR thallium flux fluorescence; active compounds read low. B-score at 10 µM. hit rate 0.85% among 310,000. AID 1672;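 active means fluorescence ratio B-score at or below minus 3 SD of library scores, with starting-brightness B-score within 2 SD, cut at about -4.2 in these data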;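 further: channel flux triggered by added potassium and thallium sulfate stimulus; B-score of peak minus minimum fluorescence over baseline after thallium stimulus; more negative B-score means stronger Kir2.1 block with less thallium influx; some compounds called inactive have numbers as strong as hits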
Target sequence (P35561 whole entry, looked up): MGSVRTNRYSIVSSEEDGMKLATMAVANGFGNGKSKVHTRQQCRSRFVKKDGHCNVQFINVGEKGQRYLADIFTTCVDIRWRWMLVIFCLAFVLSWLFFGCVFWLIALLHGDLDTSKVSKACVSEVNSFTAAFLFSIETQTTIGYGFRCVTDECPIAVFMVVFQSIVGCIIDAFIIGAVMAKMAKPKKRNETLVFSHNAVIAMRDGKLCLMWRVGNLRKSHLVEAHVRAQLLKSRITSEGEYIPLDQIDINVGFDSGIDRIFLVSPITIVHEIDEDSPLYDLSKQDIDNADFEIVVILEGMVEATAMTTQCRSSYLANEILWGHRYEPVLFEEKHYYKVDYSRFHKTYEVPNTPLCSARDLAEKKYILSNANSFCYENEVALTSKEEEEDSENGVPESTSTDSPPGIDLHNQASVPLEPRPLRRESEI
Starred values were filed as active, the others as inactive; i = inactive; nt = no result given.

The line under a structure holds: CHT block, KCNQ2 block, Kir21 inh
- CC(=O)Nc1ccc(NC(=O)c2c(C)nc3ccccn23)cc1
 : i, i, 0.07
- Cc1nnc(SCC(=O)Nc2sc3c(c2C#N)CCCCC3)n1N
 : i, i, 0.94
- CC(C)c1ccc(CNC(=O)C2CC(=O)N(C3CCCCC3)C2)cc1 (stereo not given)
 : i, i, 0.65
- COc1ccccc1NC(=O)NC1(C(=O)NCC2CCCO2)CCCCC1 (stereo not given)
 : i, i, 0.07
- CCCn1c(N)c(N(CCOC)C(=O)c2ccc(C#N)cc2)c(=O)[nH]c1=O
 : i, i, -0.18
- Cc1cc(C(=O)Nc2cccc(/C=C/C(=O)O)c2)c(C)o1
 : i, i, 0.06
- CCN(CC)S(=O)(=O)c1ccc(NC(=O)c2ccc(Cl)nc2)cc1
 : i, i, -0.94
- Cc1cc(Cl)ccc1C(=O)C1CCCN(C(=O)c2ccsc2)C1 (stereo not given)
 : i, i, -3.5
- Cc1ccc(C(C)(c2ccc(N)cc2)c2ccc(N)cc2)cc1
 : i, i, 1.3
- O=C(c1ccc(F)cc1)n1ccc(-c2cnc(-c3ccccc3)s2)n1
 : i, i, -0.16
- CC1(C)Cc2cccc(OCC(=O)OCC(=O)NCc3ccc(F)cc3)c2O1
 : i, i, -2.5
- CNC(=S)NNc1ccccc1[N+](=O)[O-]
 : i, i, 0.97
- COc1ccccc1C1CC(c2ccco2)=NN1S(C)(=O)=O (stereo not given)
 : i, i, -0.06
- COCC(=O)N(Cc1nc2ccccc2c(=O)[nH]1)Cc1cccs1
 : i, i, -1.1
- Nc1cnc(CNc2ccccc2Cl)cn1
 : i, i, 1.8
- COc1ccc(S(=O)(=O)N2CCCC(C(=O)Nc3ccc(OC)c(OC)c3)C2)cc1 (stereo not given)
 : i, i, 0.96
- CC(C)(C)CNc1cc(N2CCCC2)ccc1[N+](=O)[O-]
 : i, i, 2.2
- O=C(NCc1ccccn1)C(=O)NCC1OCCN1S(=O)(=O)c1ccc(F)cc1 (stereo not given)
 : i, i, -1.2
- CCOC(=O)N1CCN(S(=O)(=O)c2cccs2)CC1
 : i, i, -2.2
- CCCCCN(C(=O)CCC(=O)OCC(=O)c1ccc(CCC)cc1)c1c(N)n(CCCC)c(=O)[nH]c1=O
 : i, i, -0.2
- CCOC(=O)Nc1sc(C)c(C)c1C(=O)OCC
 : i, i, -1
- CCCCCCCNC(=O)CN1N=C(c2ccc(C)cc2)CCC1=O
 : i, i, -0.12
- CCOC(=O)c1nn(-c2ccccc2F)c(-c2ccccc2)c1C(=O)c1ccccc1
 : i, i, -1.1
- COc1ccc(CCn2c(C)cc(C(=O)COC(=O)c3cnc(C)cn3)c2C)cc1
 : i, i, 0.01
- CC(=O)C1C(c2ccc([N+](=O)[O-])cc2)c2c(noc2C)CC1(C)O (stereo not given)
 : i, i, 0.21
- COc1ccc(N=C2NN=C(c3c(C)[nH]c4ccccc34)CS2)cc1
 : i, i, -0.03
- NC(=O)COc1ccc(NC(=O)CC23CC4CC(CC(C4)C2)C3)cc1
 : i, i, -1.4
- CCN(CC)c1ccc(NC(=O)c2[nH]c(C)c(C(C)=O)c2C)c(C)c1
 : i, i, -0.05
- C[C@@H]1CC2[C@@H]3CC[C@H]4CC(=O)CC[C@]4(C)C3=CC[C@]2(C)[C@@]1(O)C(=O)CO (stereo not given in full)
 : i, i, -0.13
- O=C(Oc1ccc(=O)n(-c2ccccc2)n1)c1ccc(Cl)cc1
 : i, i, -4.3*
- CCN(Cc1ccccc1)C(=O)c1ccc(Cl)cc1[N+](=O)[O-]
 : i, i, -1.5
- C/C(=N/N=C(/C)c1cccs1)c1cccs1
 : i, i, -0.61
- O=C(N/N=C/c1c(Cl)[nH]c2ccccc12)c1sc2ccccc2c1Cl
 : i, i, -0.14
- CCc1noc(C)c1C(=O)N(C)CC(=O)Nc1ccccc1Br
 : i, i, -1.7
- Cc1cc(C)cc(OCC(=O)OCc2nnc(-c3ccccc3)o2)c1
 : i, i, 0.76
- O=C1c2ccccc2C(=O)c2c1ncn2-c1ccccc1
 : i, i, 1.4
- O=C(OCn1nnc2ccccc2c1=O)C1CCN(S(=O)(=O)c2cccs2)CC1
 : i, i, 0.06
- O=C(/C=C/c1ccccc1)NCCc1ccccc1
 : i, i, -0.53
- Fc1ccc(N/N=C/C=C/c2ccccc2)c(F)c1
 : i, i, 0.36
- CCc1ccc2c(c1)C(O)(CC(=O)c1cccs1)C(=O)N2 (stereo not given)
 : i, i, -0.58

Given tab-delimited: entries from further up.
Compound	CHT block	KCNQ2 block	Kir21 inh
O=C(c1ccc(F)cc1)n1ccc(-c2cnc(-c3ccccc3)s2)n1	i	i	-0.16
CC1(C)Cc2cccc(OCC(=O)OCC(=O)NCc3ccc(F)cc3)c2O1	i	i	-2.5

Next section.
The line under a structure holds: CHT block, KCNQ2 block, Kir21 inh
- O=C1NC(c2ccccc2)Nc2c1sc(=S)n2-c1ccccc1 (stereo not given)
 : i, i, 2
- Cc1ccc(NC(=O)CCCc2ccccc2)c([N+](=O)[O-])c1
 : i, i, 0.11
- COc1cccc(-c2nc(NCCN3CCOCC3)c3ccccc3n2)c1O
 : i, i, -0.12
- CCOc1ccc(C(=O)NCCC(=O)NCCCC(=O)O)cc1
 : i, i, -0.6
- COc1oc(-c2ccc(Cl)cc2)nc1C(F)(F)F
 : i, i, 0.09
- COc1cc(C(=O)NCCC(=O)NC(C)CCc2ccccc2)cc(OC)c1OC (stereo not given)
 : i, i, -0.79
- CN1C(=O)CSc2ccc(NC(=O)NCc3ccccc3)cc21
 : i, i, 2.5
- CN(C)c1ccc(-c2nn3c(C4CCCCC4)nnc3s2)cc1
 : i, i, 0.04
- O=C(Nc1ccccc1C(=O)O)c1cc(S(=O)(=O)N2CCCCC2)cs1
 : i, i, 0.03
- COc1ccc(C(=O)N/C(=C\c2ccc(Cl)cc2)C(=O)NCC2CCCO2)cc1 (stereo not given)
 : i, i, -0.7
- Cc1ccc(-c2csc(NC(=O)c3cc([N+](=O)[O-])ccc3N3CCOCC3)n2)cc1
 : i, i, 1.5
- CCOC(=O)Cc1csc(NC(=O)C2CCCCC2C(=O)O)n1 (stereo not given)
 : i, i, 0.74
- Cc1cccc(C(=O)NC2CC3CCCC(C2)N3S(=O)(=O)c2ccccc2)c1 (stereo not given)
 : i, i, -0.51
- COc1ccc(S(=O)(=O)N/N=C/c2ccc(OCCN3CCOCC3)c(OC)c2)cc1
 : i, i, 0.02
- C=CCNC(=O)C(=O)Nc1cc2c3c(c1)CCC(=O)N3CCC2
 : i, i, 1.2
- CCOc1ccccc1NC(=O)c1ccc([N+](=O)[O-])cc1
 : i, i, 1.9
- O=C(OCc1cccc(C(F)(F)F)c1)c1cc(S(=O)(=O)N2CCOCC2)ccc1F
 : i, i, 2.3
- O=c1c2cnn(-c3ccccc3)c2ncn1Cc1ccccn1
 : i, i, -1.9
- COc1ccc(CCC(=O)NCCNC(=O)CCc2ccc(OC)cc2)cc1
 : i, i, 1.1
- O=C(NC1=NCCS1)c1ccc(Cl)cc1
 : i, i, 0.11
- O=S(=O)(NCc1cccnc1)c1ccc(Cl)c2ccccc12
 : i, i, -4.1
- CCOC(=O)C1=C(CN2CCOCC2)NC(=O)NC1c1cccc([N+](=O)[O-])c1 (stereo not given)
 : i, i, 1.4
- Cc1ccc(C(=O)O/N=C(\N)c2ccc(C(F)(F)F)cn2)cc1
 : i, i, -0.81
- CC(=O)c1ccc(NC(=S)NCCCn2ccnc2)cc1
 : i, i, -0.91
- CN(Cc1ccccc1)S(=O)(=O)c1ccc(NC(=O)C2CCCO2)cc1 (stereo not given)
 : i, i, 1.9
- Cc1[nH]c2ccccc2c1SCCNC(=O)c1ccc(Br)o1
 : i, i, -1.5
- COCCN=C1Sc2nc3ccc(C)cc3cc2CN1Cc1ccco1
 : i, i, -0.24
- Cc1onc(-c2ccccc2)c1NC(=O)Nc1ccc(OC(F)F)cc1
 : i, i, -0.8
- COc1cc(CNc2ccc3[nH]c(=O)[nH]c3c2)ccc1OCc1ccccc1C
 : i, i, 1.1
- COc1cccc(C2C(C#N)=C(N)N(N(C)C)C3=C2C(=O)CCC3)c1 (stereo not given)
 : i, i, -0.12
- Cc1cc(C)c2nc(N3CCN(C)CC3)c(C#N)cc2c1
 : i, i, -1.2
- Cc1cc(-c2n[nH]c(=S)n2/N=C/c2ccco2)n[nH]1
 : i, i, -0.97
- COc1ccc(-n2c(COc3ccc(C)cc3)nnc2SCc2ccc(C#N)cc2)cc1
 : i, i, 0
- O=C(NC1CCSc2ccccc21)c1ccccc1F (stereo not given)
 : i, i, -3.5
- CCOC(=O)Cc1nnc(NC(=O)CSc2ncc(-c3ccccc3)nn2)s1
 : i, i, -0.46
- Cc1ccccc1NC(=O)Cc1nc(COC(=O)CCNS(=O)(=O)c2ccccc2)cs1
 : i, i, -0.84
- Cc1ccc(C(=O)c2cc([N+](=O)[O-])ccc2N2CCOCC2)cc1C
 : i, i, 1.2
- CC(C)(C)OC(=O)N1Cc2ccccc2C[C@H]1C(=O)NC1CCCC1
 : i, i, -0.09
- S=c1[nH]nc(CCSCc2ccccc2)n1-c1ccccc1
 : i, i, -0.03
- CCC(CC)c1nnc(NC(=O)c2cc(-c3ccccc3)nc3ccccc23)s1
 : i, i, 1.3
- Cc1cccc(NC(=O)CN2C(=O)C(C)Oc3ccccc32)n1 (stereo not given)
 : i, i, -2.1
- CC(=O)N1CCC2(CC1)C(C#N)=C(N)Oc1n[nH]c(C)c12
 : i, i, -0.29
- CC1Cc2ccccc2N1CC(=O)NC(=O)NC(C)(C)C (stereo not given)
 : i, i, -0.38
- COc1ccc(C(C(=O)NC(C)(C)C)N(C(=O)CCC(=O)Nc2cc(C)on2)c2ccc3c(c2)OCCO3)cc1 (stereo not given)
 : i, i, 0.75
- O=S(=O)(c1cccc(Cl)c1Cl)N1CCN(C(=S)NCCCN2CCOCC2)CC1
 : i, i, -1.2
- NS(=O)(=O)c1ccc(CNC(=O)CNC(=O)c2ccc(Br)o2)cc1
 : i, i, 0.22
- CCCNC(=O)c1cc2ccccc2c(=O)o1
 : i, i, 0.01
- O=C(c1ccc(F)cc1)N1CCC(N2CCOCC2)CC1
 : i, i, 0.13
- CCn1c(SCC(=O)N(C)CCC#N)nc2cc(S(=O)(=O)N3CCOCC3)ccc21
 : i, i, -0.43
- CCc1nnc(NC(=O)c2c(C)nn(-c3ccccc3)c2Cl)s1
 : i, i, -0.43

Next structures:
The line under a structure holds: CHT block, KCNQ2 block, Kir21 inh
- O=C(NCc1ccc(OC(F)(F)F)cc1)C1CCC(=O)N(C2CC2)C1 (stereo not given)
 : nt, i, 0.21
- CC(C)C(NC(=O)OCc1ccccc1)C(=O)OCC(=O)NC1CC1 (stereo not given)
 : i, i, -1.3
- CCOc1ccccc1C1c2cc3c(cc2OC(C)(N2CCCC2)C1C)OCO3 (stereo not given)
 : i, i, 1.5
- C#CCOCCOCCOCCNc1nc(N2CCN(C(=O)[C@H](CCCCN)n3cc([C@@H](N)CO)nn3)CC2)nc(N2CCN(C(=O)[C@H](Cc3cc4ccccc4[nH]3)n3cc([C@@H](N)CC(C)C)nn3)CC2)n1
 : i, i, 0.69
- N#Cc1c(N)c(C(=O)c2ccccc2)n2ccccc12
 : i, i, -0.07
- CCCCc1ncc(CN2CCN(Cc3ccc(C)cc3)C(CCO)C2)[nH]1 (stereo not given)
 : i, i, -2.3
- CC(C)NS(=O)(=O)c1ccc(NC(=S)NC(=O)c2cccc([N+](=O)[O-])c2)cc1
 : i, i, -0.03
- O=C(Cc1ccc([N+](=O)[O-])cc1)Nc1ccc(Cl)cc1
 : i, i, 1.3
- CCCn1cccc(C(=O)Nc2ccc(OC)cc2)c1=O
 : i, i, -0.34
- Cc1ccc(N(CC(=O)NC2CCCC2)C(=O)CCC(=O)Nc2nccs2)c(C)c1
 : i, i, -1.5
- CCOc1ccccc1NC1=CC(=O)CC(c2ccccc2)C1 (stereo not given)
 : i, i, -2.4
- COc1cc(C(=O)NCCC(=O)NCCCN2CCCCC2)cc(OC)c1OC
 : i, i, -0.08
- COC(=O)c1nn(-c2ccc(OC)cc2)ccc1=O
 : i, i, 0
- COCc1nc2ccccc2n1CCOc1ccccc1OC
 : i, i, 0.17
- COc1ccc(NC(=O)N2CCc3ccccc32)cc1
 : i, i, -0.91
- CCCc1nn(C(=O)c2ccccc2)c2c1C(=O)CC(C)(C)C2
 : i, i, 0.79
- Cc1[nH]c2c(Cl)cccc2c1CCNC(=O)C1CCCCC1C(=O)OCC(F)(F)F (stereo not given)
 : i, i, -0.7
- O=C(Nc1ccccc1[N+](=O)[O-])c1cccnc1Cl
 : i, i, 0.37
- Cc1cccc(NC(=O)CCC(=O)N/N=C/c2cccnc2)c1
 : i, i, 0.16
- O=C(CCCN1C(=O)c2ccccc2C1=O)NCCC1=CCCCC1
 : i, i, -0.09
- Cc1ccc(S(=O)(=O)N2CCC(=O)N(C(COCc3ccc(Cl)c(Cl)c3)Cc3ccccc3)CC2)cc1 (stereo not given)
 : i, i, 1.7
- NC(=O)CSc1oc(-c2ccco2)nc1S(=O)(=O)c1ccc(Br)cc1
 : i, i, -0.47

Taken from above:
Kir21 inh, CCOc1ccccc1NC1=CC(=O)CC(c2ccccc2)C1 (stereo not given) : -2.4
Kir21 inh, COc1cc(C(=O)NCCC(=O)NCCCN2CCCCC2)cc(OC)c1OC : -0.08
Kir21 inh, Cc1ccc(S(=O)(=O)N2CCC(=O)N(C(COCc3ccc(Cl)c(Cl)c3)Cc3ccccc3)CC2)cc1 (stereo not given) : 1.7
Kir21 inh, Cc1[nH]c2c(Cl)cccc2c1CCNC(=O)C1CCCCC1C(=O)OCC(F)(F)F (stereo not given) : -0.7
Kir21 inh, O=C(Nc1ccccc1[N+](=O)[O-])c1cccnc1Cl : 0.37

Assay outcomes as filed in PubChem BioAssay.
